Screening results from PubChem.
STAT1 inh: inhibitors of IFN-gamma induced STAT1 signaling | AID 920 | 0.35% of 200,000 active | NIH 3T3 STAT1-luciferase reporter, luminescence | inhibition, % at 5.5 µM;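 active = inhibition above a set limit, the mean inhibition across all tested compounds plus 3 SD, cut at about 34% in these data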;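 note: 0% = IFN-gamma with DMSO and 100% = IFN-gamma with 300 µM nifuroxazide; values of inactives mirror those of a sister screen read the other way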
NF-kB expr up: raises NF-kB expression in human neuronal cells | 1.6% of 190,000 active | fold change at 12.5 µM | AID 1239 | NF-kB reporter expression; hits give high values; in the data active = fold change above about 3.3
HMGR II inh: E. faecalis class II HMG-CoA reductase inhibition; purified E. faecalis HMGR, NADPH absorbance 340 nm kinetic; inhibition, % at 10 µM; 0.41% of 190,000 active;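 active = inhibition above a set limit, the median over all tested compounds plus 3 SD, cut at about 9.5% in these data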;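 note: enzyme runs in reverse so mevalonate oxidation gives rising NADPH absorbance; 0% = complete reaction with DMSO and 100% = background rate lacking mevalonate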
STAT1 act: increases IFN-gamma driven STAT1 reporter signal. NIH 3T3 STAT1-luciferase reporter, luminescence; 100% = IFN-gamma alone, no compound. activation (% of control), % at 5.5 µM. 2.6% of 200,000 active. AID 932;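 active = activation above the screen-wide mean activation plus 3 SD, cut at about 130% in these data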;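 note: raw ratio to IFN-gamma control signal so 100% means no change and 0% no light; values of inactives mirror those of a sister screen read the other way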
APP 5'UTR act: activates APP 5'UTR luciferase reporter; activation, % at 2 µM; 1% of 190,000 active; AID 1276; SH-SY5Y APP 5'UTR luciferase reporter, luminescence; zero percent = DMSO vehicle wells;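 active = activation above a set limit, based on mean plus 3 SD of controls, cut at about 140% in these data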; note: values of inactives mirror those of a sister screen read the other way
DTT redox prof: compounds producing H2O2 with reducing agent – biochemical, NIH compound library profiling, artefact control for MLSCN library redox annotation, primary screen | DTT-dependent redox cycling H2O2, phenol red/HRP absorbance; 100% = 100 µM peroxide control, 0% = buffer | activation, % at 10 µM | 0.03% of 200,000 active;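 active = activation of at least 50% relative to the plate's high and low controls in the primary single-dose screen; inactive = activation below 50%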;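 note: compound incubated with DTT at 0.8 mM final as the reducing agent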
Hsp70 activator: switches on Hsp70 transcription; activation, % at 10 µM; 0.04% of 200,000 active; HeLa Hsp70 promoter luciferase reporter, luminescence; scaled: vehicle 0, proteasome-inhibitor control 100%;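 active = activation above the mean across all tested compounds plus 3 SD, cutoff set per campaign, cut at about 5.5% in these data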;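 note: 100% = MG132 at 30 µM as the positive control and 0% = DMSO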
STAT3 act: STAT3 signaling activation. U3A cells, IL-6 STAT3-luciferase reporter, luminescence; 100% = signal with IL-6 EC80 alone. activation (% of control), % at 5.6 µM. 0.91% of 190,000 active. AID 871;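 active = activation above the screen-wide mean of compound activation plus 3 SD, cut at about 130% in these data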;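 note: 0% = background luminescence of wells with medium and substrate only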
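Material: human STAT1-deficient U3A cells with stable STAT3-luciferase reporter / Probe or stimulus: IL-6 stimulus at 33 ng/mL final / Schedule: 1 h compound pre-exposure, 6 h IL-6 stimulation, 37 °C / Technique: luminescence / Read-out basis: percent of IL-6-only median luminescence / Control set: IL-6-only high control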
TLR4 MyD88 comp: TLR4-MyD88 interaction inhibition in cells; O00206+Q99836; HeLa CL3-4 TLR4/MyD88 BLA complementation, FRET ratio; inhibition, % at 8.4 µM; 0.18% of 200,000 active; AID 861; in the data active = inhibition above about 25%;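 note: 0% = vehicle and 100% = reference inhibitor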
Target sequence (O00206 whole entry, looked up): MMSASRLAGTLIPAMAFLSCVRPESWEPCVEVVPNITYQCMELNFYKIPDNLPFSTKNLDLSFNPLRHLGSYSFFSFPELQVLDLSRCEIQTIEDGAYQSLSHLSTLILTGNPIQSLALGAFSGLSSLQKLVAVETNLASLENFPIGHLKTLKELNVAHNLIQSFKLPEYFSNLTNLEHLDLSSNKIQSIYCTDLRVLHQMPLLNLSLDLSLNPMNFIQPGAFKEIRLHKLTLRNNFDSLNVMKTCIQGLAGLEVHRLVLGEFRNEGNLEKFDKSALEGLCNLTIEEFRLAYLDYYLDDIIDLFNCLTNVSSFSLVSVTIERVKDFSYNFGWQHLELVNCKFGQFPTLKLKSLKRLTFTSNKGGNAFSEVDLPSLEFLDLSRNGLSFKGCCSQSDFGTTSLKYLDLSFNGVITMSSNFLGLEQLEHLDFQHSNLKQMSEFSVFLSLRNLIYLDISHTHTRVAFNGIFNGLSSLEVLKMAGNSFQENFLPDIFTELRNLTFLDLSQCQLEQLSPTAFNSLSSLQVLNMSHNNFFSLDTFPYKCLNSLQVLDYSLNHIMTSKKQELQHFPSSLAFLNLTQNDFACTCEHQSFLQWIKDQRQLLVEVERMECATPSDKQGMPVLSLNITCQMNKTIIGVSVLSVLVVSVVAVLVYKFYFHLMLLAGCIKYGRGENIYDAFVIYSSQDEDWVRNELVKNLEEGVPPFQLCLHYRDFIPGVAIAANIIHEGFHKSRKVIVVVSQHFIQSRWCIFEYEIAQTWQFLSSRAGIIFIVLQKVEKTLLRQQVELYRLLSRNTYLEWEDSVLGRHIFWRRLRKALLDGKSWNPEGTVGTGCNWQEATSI
Target sequence (Q99836 whole entry, looked up): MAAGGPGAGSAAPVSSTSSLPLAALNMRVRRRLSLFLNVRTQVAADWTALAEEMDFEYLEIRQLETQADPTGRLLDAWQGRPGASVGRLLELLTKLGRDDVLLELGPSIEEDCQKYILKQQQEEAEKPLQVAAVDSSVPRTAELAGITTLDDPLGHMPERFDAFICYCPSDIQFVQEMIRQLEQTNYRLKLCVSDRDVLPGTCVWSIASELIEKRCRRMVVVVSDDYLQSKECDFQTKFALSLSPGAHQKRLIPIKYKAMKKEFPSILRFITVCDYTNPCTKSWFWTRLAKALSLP
STAT3 inh: reduces IL-6 driven STAT3 reporter signal | U3A cells, IL-6 STAT3-luciferase reporter, luminescence; host cell line lacks STAT1 | 0.89% of 190,000 active | inhibition, % at 5.5 µM | AID 862;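 active = inhibition above the mean inhibition across all screened compounds plus 3 SD, cut at about 44% in these data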;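 note: 0% = DMSO only wells and 100% = 100 µM nifuroxazide control wells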
Starred values were filed as active, the others as inactive; x = no result given. Outcome played no part in choosing rows, and some 5.6% of all compounds hit somewhere here.

SMILES | STAT1 inh | NF-kB expr up | HMGR II inh | STAT1 act | APP 5'UTR act | DTT redox prof | Hsp70 activator | STAT3 act | TLR4 MyD88 comp | STAT3 inh
O=c1c2c3c(sc2nc2n1CCCC2)CCCCC3 | -17 | 2.5 | -1 | 115 | 30 | 0.0 | 0.1 | 108 | 8 | -4
CC(C)C(=O)N(c1ccc2oc(=O)sc2c1)S(=O)(=O)c1ccccc1 | -3 | 1.6 | -2 | 102 | -3 | -0.1 | 0.1 | 106 | 1 | 0
Cc1cc(C)nc(NC(=O)CCCC(=O)O)c1 | -1 | 1.1 | -15 | 100 | -11 | 2.2 | 0.2 | 99 | 23 | 9
O=S(=O)(Nc1ccc2c(c1)OCCO2)c1cccc2nsnc12 | 18 | 0.28 | 1 | 82 | -9 | 0.3 | -0.4 | 79 | -6 | 26
CC(=O)Nc1ccc(S(=O)(=O)Oc2cccc(/C=C3\SC(N)=NC3=O)c2)cc1 | 4 | 1.1 | -3 | 95 | -5 | 0.0 | -0.5 | 99 | 13 | 3
CC(C)c1ccc2nc(N)sc2c1 | -14 | 3.1 | 4 | 113 | 122 | 0.3 | -0.1 | 105 | 7 | -1
Cc1nc(SCC(=O)Nn2c(-c3ccccc3)nc3ccccc3c2=O)n[nH]1 | 3 | 1.1 | 2 | 98 | 5 | 1.1 | -0.2 | 97 | 1 | 9
COC(=O)CSc1nnc(-c2ccc3c(c2)OCO3)n1C | 0 | 1.5 | -5 | 100 | 8 | 2.0 | -0.2 | 94 | -5 | 10
O=C(CCn1cccc1)Nc1nccs1 | 8 | 1.2 | -8 | 93 | -8 | -0.3 | -0.4 | 99 | 18 | 6
O=C(Nc1cc(Cl)ccc1Cl)C1CC(=O)N(c2ccccc2)C1 (configuration not stated) | 6 | 1.5 | -3 | 94 | 11 | -1.2 | -0.1 | 90 | 5 | 18
Cc1[nH]n(-c2ccccc2)c(=O)c1/C=N/N(C)c1ccccc1 | 9 | 1.1 | -1 | 92 | 14 | 0.3 | -0.4 | 120 | 1 | -24
Cc1cc(C)c2c(N)c(S(=O)c3ccc(C(C)(C)C)cc3)sc2n1 (configuration not stated) | 9 | 1 | 7 | 93 | 7 | 1.7 | -0.2 | 100 | 13 | 9
COc1cc(/C=C/C(=O)OCC(=O)NC(=O)NC(C)C)cc(OC)c1OC | 14 | 1.2 | -6 | 86 | -3 | 0.1 | -0.3 | 102 | 7 | 2
CCn1ccnc1CN(C)Cc1cn(-c2ccccc2)nc1-c1ccc(OC)cc1F | -5 | 1.2 | -3 | 104 | 30 | -0.2 | 0.0 | 98 | -6 | 6
CCC(C)NC(=O)CCS(=O)(=O)c1ccc2c(c1)n(C)c(=O)c(=O)n2C (configuration not stated) | -1 | 1.4 | 1 | 102 | 6 | -1.6 | -0.4 | 104 | 2 | -5

Single entries from the results shown:
Under Hsp70 activator, `O=C(CCn1cccc1)Nc1nccs1` shows -0.4
Under APP 5'UTR act, `O=c1c2c3c(sc2nc2n1CCCC2)CCCCC3` shows 30

Continued:
SMILES | STAT1 inh | NF-kB expr up | HMGR II inh | STAT1 act | APP 5'UTR act | DTT redox prof | Hsp70 activator | STAT3 act | TLR4 MyD88 comp | STAT3 inh
Cn1c(=O)c2c(nc(NCc3ccc4c(c3)OCO4)n2Cc2ccccc2F)n(C)c1=O | 19 | 0.43 | -5 | 82 | 6 | 1.8 | -0.4 | 105 | 10 | -2
CC12CCC(C(=O)N3CCCc4ccccc43)(OC1=O)C2(C)C (configuration not stated) | 5 | 1.2 | -8 | 95 | -9 | 0.1 | -0.2 | 90 | -9 | 15
COCCNC(=O)C(OC(=O)c1cc2oc(C)cc2n1C)C(C)C (configuration not stated) | 5 | 1.2 | -1 | 95 | 9 | -0.2 | 0.0 | 98 | -1 | 7
Cc1cccc(N2C(=O)CS/C2=N\NC(=O)c2cccnc2)c1C | -6 | 0.95 | 1 | 104 | -9 | -1.3 | 0.1 | 103 | 12 | -1
CC(C)OP(=O)(c1ccc(N(C)C)cc1)C(O)c1ccccc1F (configuration not stated) | 4 | 1.5 | 0 | 97 | -4 | 0.2 | -0.2 | 105 | 20 | -2
CCC(C)(C)NC(=O)CN(CC1CCCO1)C(=O)CCC(=O)Nc1nccs1 (configuration not stated) | -9 | 1.5 | 0 | 108 | -9 | 2.2 | 0.3 | 101 | -8 | 5
CN1CCN(S(=O)(=O)c2ccc3[nH]c(=O)oc3c2)CC1 | 9 | 1.1 | 1 | 92 | -11 | 0.7 | -0.3 | 102 | 0 | 1
CC(C)c1onc(C(=O)N2CCCCC2)c1[N+](=O)[O-] | -1 | 1.3 | 1 | 101 | 1 | -0.6 | 0.1 | 98 | -8 | 11
C#CCN(C#N)c1nc(NCC)nc(NC(C)C)n1 | 7 | 1 | -9 | 97 | x | 0.2 | 0.0 | 113 | 6 | -13
CCCS(=O)(=O)c1c(S(=O)(=O)CCC)c2ccccn2c1C(=O)OC | 5 | 0.99 | -2 | 95 | 7 | 0.4 | -0.3 | 104 | 5 | -3
COc1cccc(NC(=O)COC(=O)c2nc(Cl)ccc2Cl)c1 | -10 | 1.2 | -4 | 108 | 5 | -1.9 | -0.1 | 113 | -1 | -8
O=C(CSC(=S)N1CCSCC1)c1ccccc1 | -40 | 6.2* | -5 | 137* | 113 | 0.1 | 0.2 | 80 | 15 | 30
BrC(/C=C\c1ccccc1)=N/Nc1nc(N2CCOCC2)nc(N2CCOCC2)n1 | 12 | 0.69 | -5 | 89 | -27 | -1.9 | -0.3 | 97 | 7 | 8
Cc1ccc(NC(=S)c2nc3ccccc3[nH]2)cc1 | -21 | 4.5* | -5 | 119 | 193* | -4.2 | -0.1 | 78 | -5 | 37
CC(C)c1ccc(/C=C/c2ccc(=O)n(C)n2)cc1 | -37 | 7.5* | -2 | 131* | 122 | 0.2 | 0.3 | 74 | 12 | 36

An excerpt of these results, with each value named.
> O=C(CSC(=S)N1CCSCC1)c1ccccc1
  STAT1 inh = -40
  NF-kB expr up = 6.2*
  HMGR II inh = -5
  STAT1 act = 137*
  APP 5'UTR act = 113
  DTT redox prof = 0.1
  Hsp70 activator = 0.2
  STAT3 act = 80
  TLR4 MyD88 comp = 15
  STAT3 inh = 30
> Cc1cccc(N2C(=O)CS/C2=N\NC(=O)c2cccnc2)c1C
  STAT1 inh = -6
  NF-kB expr up = 0.95
  HMGR II inh = 1
  STAT1 act = 104
  APP 5'UTR act = -9
  DTT redox prof = -1.3
  Hsp70 activator = 0.1
  STAT3 act = 103
  TLR4 MyD88 comp = 12
  STAT3 inh = -1

Remaining list, next part.
SMILES | STAT1 inh | NF-kB expr up | HMGR II inh | STAT1 act | APP 5'UTR act | DTT redox prof | Hsp70 activator | STAT3 act | TLR4 MyD88 comp | STAT3 inh
CC(C)N(Cc1nc(-c2ccccc2)no1)C(=O)C(Cl)(Cl)Cl | 4 | 1.2 | -6 | 95 | -7 | 0.0 | -0.1 | 93 | 6 | 16
CC1CCc2cc(F)cc3c(O)c(C(=O)NCC4CCCO4)c(=O)n1c23 (configuration not stated) | 1 | 0.85 | 2 | 101 | -20 | 0.1 | -0.1 | 97 | -3 | 4
O=C(NCc1ccccc1)C12CN(Cc3ccccc3)CC1C(c1ccc([N+](=O)[O-])cc1)=NO2 (configuration not stated) | 4 | 0.71 | -3 | 97 | 17 | -7.6 | 0.1 | 94 | -13 | 12
Cc1nc(-c2ccccc2)sc1C(N)=O | -1 | 1.2 | 0 | 101 | 17 | 3.4 | 0.0 | 101 | -1 | 2
Cc1ccc(N2CC(C(=O)OCc3ccccc3)CC2=O)cc1 (configuration not stated) | -8 | 1.1 | 0 | 107 | 12 | 1.5 | -0.1 | 100 | -14 | 3
Cc1ccc(-n2[nH]c(C)c(/C=N/Nc3ccc([N+](=O)[O-])cc3[N+](=O)[O-])c2=O)cc1 | 0 | 0.68 | -5 | 100 | -7 | 4.5 | -0.1 | 100 | 14 | -5
O=C(O)CC(NC(=O)OCc1ccccc1)c1ccc(Br)cc1 (configuration not stated) | 3 | 1 | -2 | 91 | 4 | 0.0 | -0.2 | 105 | 2 | -6
O=C(O)c1cccc(NC(=O)C2CCCO2)c1 (configuration not stated) | 0 | 0.98 | 4 | 100 | 10 | 0.4 | -0.1 | 99 | 4 | 2
c1ccc(Nc2nnc(SCc3cccc4ccccc34)s2)cc1 | 8 | 0.93 | 2 | 93 | 8 | 0.4 | -0.1 | 96 | 6 | 12
Cc1ccc2nsnc2c1NC(=S)NC(=O)c1ccco1 | -1 | 0.97 | -3 | 101 | -15 | 0.0 | -0.3 | 123 | -3 | -31
Cc1cc(NC(=O)CCC(=O)N(Cc2cccs2)C(C(=O)NC2CCCC2)c2ccncc2)no1 (configuration not stated) | 2 | 1 | -8 | 98 | 10 | -1.2 | -0.1 | 99 | 7 | 7
CCc1ccc(OCC(=O)N/N=C\c2ccco2)c([N+](=O)[O-])c1 | -16 | 1.3 | -1 | 114 | 22 | -0.4 | -0.2 | 105 | -2 | -3
CC(/C=C/C=C/c1ccccc1)=N/NC(=O)CNc1ccc(C)cc1 | 10 | 1.1 | 0 | 91 | 1 | -3.1 | 0.1 | 105 | 7 | 2
COC(=O)c1ccc(Cl)c(NC(=O)NC2CCCCC2)c1 | -9 | 1.2 | 1 | 108 | -2 | 2.3 | 0.1 | 91 | 12 | 15
O=C(N/N=C/c1cccs1)c1cccc(NC(=O)c2ccccc2Cl)c1 | 0 | 1.1 | 0 | 100 | 3 | -0.1 | 0.2 | 107 | 1 | -4
Cc1ccc(NC(=O)CCNS(=O)(=O)c2ccccc2)c(C(=O)c2ccccc2)c1 | 1 | 0.96 | -7 | 99 | -3 | 0.1 | -0.2 | 100 | -14 | 3
O=C(COC(=O)c1cc(Br)ccc1Cl)NC(=O)NCc1ccccc1 | 0 | 0.93 | -2 | 102 | 15 | -0.4 | -0.3 | 103 | -4 | -6
Cc1cc(SCC(=O)N(C)CC(=O)Nc2ccc(F)cc2)nc2ccccc12 | -2 | 0.87 | 2 | 102 | 1 | 0.5 | -0.3 | 94 | -5 | 9
Cc1nn(Cc2ccccc2)c(Cl)c1/C=C/C(=O)OC(C)C(=O)N1CCCC1 (configuration not stated) | 11 | 1.1 | -3 | 91 | -10 | -0.2 | 0.7 | 94 | 19 | 11
Cc1cc(SCNC(=O)c2ccccc2)nc(C(C)C)n1 | -2 | 1.4 | 0 | 101 | 9 | -0.4 | -0.3 | 94 | -1 | 8
CN(C)c1nc(N)nc(Cn2ccnc2)n1 | 4 | 1.2 | -4 | 96 | -38 | 2.6 | -0.1 | 110 | -2 | -10

A draw from above in order of SMILES length, falling:
SMILES | STAT1 inh | NF-kB expr up | HMGR II inh | STAT1 act | APP 5'UTR act | DTT redox prof | Hsp70 activator | STAT3 act | TLR4 MyD88 comp | STAT3 inh
Cc1nn(Cc2ccccc2)c(Cl)c1/C=C/C(=O)OC(C)C(=O)N1CCCC1 (configuration not stated) | 11 | 1.1 | -3 | 91 | -10 | -0.2 | 0.7 | 94 | 19 | 11
Cc1cc(SCC(=O)N(C)CC(=O)Nc2ccc(F)cc2)nc2ccccc12 | -2 | 0.87 | 2 | 102 | 1 | 0.5 | -0.3 | 94 | -5 | 9
O=C(COC(=O)c1cc(Br)ccc1Cl)NC(=O)NCc1ccccc1 | 0 | 0.93 | -2 | 102 | 15 | -0.4 | -0.3 | 103 | -4 | -6
